# PMI activator = phosphomannose isomerase (human) activation; P34949; purified human PMI, coupled resazurin fluorescence, 20 min; stronger effect = higher value; 1 = vehicle control, 0 substrate-free wells; activation factor at 20 µM; hit rate 0.005% among 190,000;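 active = activation factor of 2 or more at 20 µM, relative to plate controls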
# Target sequence (P34949 whole entry, looked up): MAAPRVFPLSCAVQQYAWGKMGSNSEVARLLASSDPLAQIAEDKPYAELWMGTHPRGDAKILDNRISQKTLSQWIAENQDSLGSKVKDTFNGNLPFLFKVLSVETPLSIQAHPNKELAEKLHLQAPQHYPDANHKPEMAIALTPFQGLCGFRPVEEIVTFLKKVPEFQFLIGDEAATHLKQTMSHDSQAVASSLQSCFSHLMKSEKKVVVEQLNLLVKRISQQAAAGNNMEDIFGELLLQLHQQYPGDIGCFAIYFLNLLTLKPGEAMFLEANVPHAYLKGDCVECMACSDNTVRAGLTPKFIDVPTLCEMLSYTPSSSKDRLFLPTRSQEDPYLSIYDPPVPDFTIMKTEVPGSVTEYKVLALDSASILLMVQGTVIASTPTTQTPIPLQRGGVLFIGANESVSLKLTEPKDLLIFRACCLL
# TNAP inh hi DEA = inhibitors of human TNAP at high phosphate acceptor concentration. hit rate 0.03% among 200,000. inhibition, % at 20 µM. purified TNAP, CDP-star luminescence, 1 M DEA. P05186;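 active = over 50% inhibition of tissue-nonspecific alkaline phosphatase at 20 µM in the single-dose screen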;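 also: plate controls were DMSO wells for no effect and EDTA-quenched wells as full inhibition for full effect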
# G6PDH CS = L. mesenteroides G6PDH inhibition counter-screen | Purified L. mesenteroides G6PDH, diaphorase/resazurin coupled fluorescence, 45 min | AID 1020 | inhibition, % at 5 µM | hit rate 0.12% among 200,000; in the data active = inhibition above about 50%
# TNAP inh no acc = TNAP (human) inhibition, acceptor-free conditions | hit rate 0.26% among 200,000 | inhibition, % at 20 µM | purified TNAP, CDP-star luminescence, 30 min | P05186 | AID 1012;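 active = tissue-nonspecific alkaline phosphatase inhibition above about 50% at 20 µM in the single-dose screen, limit read from the data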;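 also: 0% = DMSO negative control and 100% = EDTA positive control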
# TNAP act hi DEA = TNAP (human) activation, high acceptor. purified TNAP, CDP-star luminescence, 1 M DEA, 30 min; stronger effect = higher value; 0 = EDTA background, 1 = DMSO-only activity. activation factor at 20 µM. 200,000 tested, under 10 active;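 active = activation factor at least 2 at 20 µM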
#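 Assay system: human TNAP; Input: enzyme diluted 1/800 final; Reagent: CDP-star luminogenic substrate at 100 µM final; Timing: 30 min, room temperature; Signal: luminescence; Evaluation: TNAP activation factor scaled between EDTA and DMSO control wells.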
# Diaphorase inh = diaphorase inhibition or chemical oxidation counter-screen. AID 1217. hit rate 0.69% among 190,000. inhibition, % at 20 µM. diaphorase resazurin-to-resorufin fluorescence, NADH, 16 min; bacterial (C. kluyveri) enzyme, not human;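 active = primary screen inhibition at 20 µM above a set limit, cut at about 50% in these data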;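 also: plate controls were DMSO with full reaction for no effect and wells lacking NADH for full effect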
#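 Detection: fluorescence of resorufin formed from resazurin, Ex 544/Em 590 nm; test system: Clostridium kluyveri diaphorase enzyme; amount: 0.14 U/mL diaphorase, enzyme working solution; times: 16-min room-temperature incubation before reading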
# Efa HMGR inh = inhibitors of class II HMG-CoA reductase from Enterococcus faecalis | purified E. faecalis HMGR, NADPH absorbance 340 nm kinetic | inhibition, % at 10 µM | hit rate 0.41% among 190,000 | AID 1066;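 active = inhibition above a set limit, the median over all tested compounds plus 3 SD, cut at about 9.5% in these data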;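 also: enzyme runs in reverse so mevalonate oxidation gives rising NADPH absorbance; 0% = complete reaction with DMSO and 100% = background rate lacking mevalonate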
# PMI act satM6P = increases human PMI activity with near-saturating mannose 6-phosphate; P34949; coupled PMI enzyme assay, resazurin fluorescence, 20 min; stronger effect = higher value; 1 = untreated enzyme, 0 = substrate-free blank; activation factor at 20 µM; hit rate 0.34% among 190,000; AID 1216;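 active = activation factor of 2 or more at 20 µM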
#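 Test system: Human PMI in coupled enzyme assay | Input: 15 ng/mL PMI | Medium: HEPES-buffered pH 7.4 with magnesium and detergent | Compound: One concentration, 20 µM, in 1% DMSO | Incubation: Enzyme reaction with compound 20 min at room temperature | Detection: Diaphorase-driven resazurin-to-resorufin fluorescence, excitation 544, emission 590 nm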
# FLuc act counter = firefly luciferase counter-screen for stimulation assays; P08659; ATPlite luciferase biochemical, luminescence, 10 min; 0 = ATP-free wells, 1 = DMSO control; activation factor at 10 µM; 200,000 tested, under 10 active; AID 1027;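 active = luciferase activation factor, scaled between plate controls, of at least 2 with compound at 10 µM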
# Target sequence (P08659 whole entry, looked up): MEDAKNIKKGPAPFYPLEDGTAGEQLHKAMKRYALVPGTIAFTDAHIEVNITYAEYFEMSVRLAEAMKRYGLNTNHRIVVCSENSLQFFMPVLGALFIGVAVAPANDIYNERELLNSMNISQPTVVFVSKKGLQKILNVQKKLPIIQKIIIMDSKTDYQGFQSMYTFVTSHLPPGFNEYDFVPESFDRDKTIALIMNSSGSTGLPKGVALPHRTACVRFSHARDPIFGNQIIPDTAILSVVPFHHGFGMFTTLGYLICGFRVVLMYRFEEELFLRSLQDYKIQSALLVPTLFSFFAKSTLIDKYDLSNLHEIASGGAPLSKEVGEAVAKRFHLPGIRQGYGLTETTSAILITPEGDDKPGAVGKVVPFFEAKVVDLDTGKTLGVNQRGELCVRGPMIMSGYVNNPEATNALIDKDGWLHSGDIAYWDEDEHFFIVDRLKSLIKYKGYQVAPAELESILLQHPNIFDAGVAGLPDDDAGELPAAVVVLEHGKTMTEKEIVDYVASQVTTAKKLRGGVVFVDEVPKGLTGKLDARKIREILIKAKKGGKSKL
#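 Assay system: Luciferase/luciferin detection reagent, cell-free biochemical luciferase assay / Also added: ATP substrate / Schedule: 10 min at ambient temperature / Measured by: luminescence measurement of luciferase light output / Benchmarks: low control with PBS replacing ATP, high control enzyme plus ATP without compound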
# Diaph act CS = activates diaphorase or chemically reduces, flagging diaphorase assay artifacts; Diaphorase/resazurin coupled assay, resorufin fluorescence, 16 min; stronger effect = higher value; 1 = vehicle wells, 0 = NADH-free wells; activation factor at 20 µM; hit rate 0.005% among 190,000; AID 1229;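 active = diaphorase activity raised at least twofold by the compound at 20 µM; inactive = activation factor below 2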
#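 test system = bacterial diaphorase enzyme (C. kluyveri) | quantity = enzyme 0.07 U/mL final | reagent = NADH substrate 0.114 mM plus resazurin dye 0.1 mM, final | incubation = 16 min enzyme reaction, ambient temperature | buffer or medium = HEPES pH 7.4 buffer with MgCl2 and Tween 20 | signal = fluorescence of resorufin, 544 nm excitation, 590 nm emission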
# * = called active by the depositor; nt = not tested or not shown.
SMILES,PMI activator,TNAP inh hi DEA,G6PDH CS,TNAP inh no acc,TNAP act hi DEA,Diaphorase inh,Efa HMGR inh,PMI act satM6P,FLuc act counter,Diaph act CS
CCc1cccc(C)c1NC(=O)CO/N=C(\C)c1cc2ccccc2o1,0.9,-3,-1,-5,1,38,5,0.4,1,0.6
O=C(N/N=C/c1cccnc1)C(O)c1ccccc1 (configuration not stated),1,1,-2,-1,1,7,-4,1,1,0.9
C/C(CC(=O)Nc1cccc(Cl)c1Cl)=N\NC(=O)c1ccccc1C,1,1,1,1,1,0,-11,1,1,1
CCN1CCN(CCNC(=O)Nc2ccc([N+](=O)[O-])cc2)CC1,1,0,8,1,1,4,-1,0.9,1.1,1
N#CCCN(Cc1cccnc1)C(=S)Nc1ccc(OC(F)F)cc1,1,-4,10,-9,1,0,1,1,1,1
O=c1[nH]n(Cc2ccccc2)c(=O)c2ccccc12,1,-4,11,-8,1,1,-4,1,1,1
COc1ccc(CN2CC(=O)N(c3ccc(C)c(C)c3)C2=S)cc1OC,1,-3,-2,-18,1,11,-6,1,1.1,0.9
CN(C)/C=N/c1cc(=O)n(Cc2ccccc2)c(=O)n1C,1.1,-3,8,-9,1,3,-7,1.1,1,1
COc1ccc(CNC(=O)c2onc(C)c2Cl)cc1,1.1,-3,-3,-10,1,4,-7,1.1,1,1
COC(=O)CSc1nc(C)c(C(=O)Nc2ccccc2C)c(-c2ccc(Cl)cc2)c1C#N,0.9,5,-34,-4,1,2,-8,1,1,1
CSc1ncccc1C(=O)OCC(=O)c1cccs1,1,-3,7,2,1,26,-5,1,0.9,0.7
COc1cc(-c2nc3cnccn3c2Nc2ccc3c(c2)OCCO3)ccc1O,1,0,-22,-7,1,6,-2,0.9,1,0.9
C=CCn1c(SCC(=O)NCc2ccccc2)nnc1C1CCCCC1,1,-3,5,-6,1,9,-7,1,1.1,0.9
CC1(C)CC(=O)C2=C(C1)N(c1ccccc1)C(N)=C(C#N)C2c1cccnc1 (configuration not stated),0.9,-1,0,-7,1,18,-3,0.8,1.1,0.8
COCCNC(=O)c1c(N)n(CCCn2ccnc2)c2nc3ccccc3nc12,0.9,-4,15,-11,1,19,6,0.6,1,0.8
Cc1c2c([n+]3n1CCC3)CC(C)(C)CC2=O,1.1,-5,1,-14,1,-1,4,1.1,1,1
COCCCNC(=S)NC(=O)c1ccc([N+](=O)[O-])cc1,0.9,0,13,-14,1,9,-3,0.9,1,0.9
O=C(COC(=O)c1ccccc1NC(=O)c1ccco1)NCC1CCCCC1,1,-2,1,-13,1,0,-4,1,1.1,1
C=C(C)CC1N(c2cccc(OC)c2)C(=O)C2C(C(=O)O)C3C=CC21O3 (configuration not stated),1,-7,-1,-13,1.1,13,0,1,1,0.9
O=c1c(-c2ccc(F)cc2)coc2cc(O)ccc12,1,-7,1,-8,1.1,12,-6,1.1,0.6,0.9
COc1cccc(NC(=S)N2CCN(C(c3ccccc3)c3ccccc3)CC2)c1,0.8,-2,1,-8,1,23,-3,0.9,1,0.8
COc1ccccc1C(=O)N1CCN(Cc2ccc3c(c2)OCO3)CC1,0.9,0,14,-9,1,7,-2,0.9,1,0.9
COc1ccc(NC(=O)COc2ccc(C(=O)OCC(=O)N(C(C)C)C(C)C)cc2OC)cc1,1,-4,5,-5,1,14,-4,1,1.1,0.9
CCc1ccc(N=CC23c4ccccc4C(c4ccccc42)C2C(=O)N(c4ccc(OC)cc4)C(=O)C23)cc1 (configuration not stated),0.8,-5,0,-6,1.1,19,-3,0.9,1,0.8
Cc1onc(-c2ccccc2)c1C(=O)NC(=S)NNC(=O)c1ccc(O)cc1O,1,1,-6,-89,1,26,-2,1.2,1.1,0.7

# Other structures
SMILES,PMI activator,TNAP inh hi DEA,G6PDH CS,TNAP inh no acc,TNAP act hi DEA,Diaphorase inh,Efa HMGR inh,PMI act satM6P,FLuc act counter,Diaph act CS
CC1CN(C2=Nc3cccc4cccc2c34)CC(C)O1 (configuration not stated),0.8,10,10,2,0.9,10,0,0.4,1,0.9
N#Cc1nc(Cc2cccc3ccccc23)oc1NCC1CCCO1 (configuration not stated),1,-7,1,-20,1.1,18,-3,1,1,0.8
CCC(=O)N1CCN(c2nc(C)nc3sc(C)c(C)c23)CC1,1,-4,3,-10,1,2,-1,1,1.1,1
CN(C)CCN(C)Cc1ccc2c(c1)Cc1ccccc1-2,1,-6,13,-15,1.1,8,nt,1,1,0.9
Cc1ccc2[nH]c(=O)c(CN(CC3CCCO3)S(=O)(=O)c3cccc4nsnc34)cc2c1 (configuration not stated),0.9,-2,-1,-3,1,16,-10,0.9,1.1,0.8
O=C(Nc1ccc(Oc2ccc(Cl)cc2)cc1)c1ncn[nH]1,1,-4,-1,-22,1,10,6,1,1,0.9
COc1cc(C(=O)Nc2cc(Cl)ccc2C)c(-n2cnnn2)cc1OC,1,-5,-1,-5,1,6,-4,1,1.1,0.9
Nc1nnc(CC(=O)N/N=C/c2cc([N+](=O)[O-])cc(Br)c2O)s1,1.1,13,17,-4,0.9,33,-2,1.2,1,0.7
O=C(Nc1ccc(Br)cc1)c1ccc(F)c(S(=O)(=O)N2CCN(c3ccccn3)CC2)c1,1.2,0,3,-10,1,15,-1,1.1,1,0.8
CCN(CC)C(=O)c1cncc(C(=O)N(CC)CC)c1-c1ccccc1,0.9,-6,10,-6,1.1,-5,1,1,1,1
O=C(O)c1cc(Cl)c2c(c1)[C@@H]1C=CC[C@@H]1[C@H](c1ccc(S(=O)(=O)N3CCOCC3)cc1)N2,1.4,-1,10,-9,1,34,0,1.7,1,0.7
Cc1cc(C)n(C(=O)CCCCCCCC(=O)n2nc(C)cc2C)n1,1,0,-6,-6,1,9,1,1,1,0.9
O=C(c1cccs1)N(Cc1cccc(Cl)c1)C1CCS(=O)(=O)C1 (configuration not stated),1,-8,6,-16,1.1,9,0,1,1.1,0.9
O=C(CNCC1CCCO1)Nc1ccccc1-n1cccc1 (configuration not stated),1.1,-3,6,-13,1,17,0,1.1,1.1,0.8
CCCc1ccc(C#N)c(SC2CC(=O)N(c3ccc(OC)cc3)C2=O)n1 (configuration not stated),0.8,0,8,-4,1,23,-8,0.6,1.1,0.8
CC(=O)NC(NC(C)=O)c1cccc(OCc2ccccc2)c1,1,-7,3,-11,1.1,11,0,1,1.1,0.9
CCOC(=O)CNC(=O)c1cccnc1,1,-8,0,-18,1.1,10,-3,1.1,1.1,0.9
O=C(c1cccc(Cl)c1)N1CCN(C2CCCCCC2)CC1,0.9,-5,10,-11,1.1,20,-1,0.9,1.1,0.8
O=P(OCC1CC1)(c1ccccc1)c1ccccc1,0.9,-2,9,0,1,7,-7,1,1.1,0.9
COc1ccccc1C(=O)NNC(=O)CCCN1C(=O)/C(=C/c2cccs2)SC1=S,0.9,7,12,-39,0.9,-4,-12,1.1,1,1
O=C(NC1=NCCS1)C1Cc2ccccc2CN1C(=O)c1ccccc1 (configuration not stated),0.9,-4,9,-2,1,4,3,0.9,1,1
C#CCOCCOCCOCCNc1nc(N2CCN(C(=O)[C@H](CCC(=O)O)n3cc(C(N)Cc4ccc(O)cc4)nn3)CC2)nc(N2CCN(C(=O)[C@H](CCC(=O)O)n3cc(C(N)Cc4ccc(O)cc4)nn3)CC2)n1 (some centres not stated),1.2,-3,13,0,1,7,2,1.2,1,0.9
COCc1nnc(NC(=O)c2cc(OC)c(OC)cc2[N+](=O)[O-])s1,0.9,0,-2,-4,1,8,0,0.8,1.1,0.9
CCOc1ccccc1C1CC(=O)NC(SCC(=O)Nc2nccs2)=C1C#N (configuration not stated),1.1,-8,12,5,1.1,-9,-3,1.1,1,1.1
Cc1cccc(NC(=O)c2cc(S(=O)(=O)c3ccccc3)ccc2Cl)c1,0.7,-4,0,0,1,40,4,0.9,1,0.6

# Carrying on:
SMILES,PMI activator,TNAP inh hi DEA,G6PDH CS,TNAP inh no acc,TNAP act hi DEA,Diaphorase inh,Efa HMGR inh,PMI act satM6P,FLuc act counter,Diaph act CS
CCOC(=O)C1CCCN(C(=O)c2sc3nc(-c4ccc(OC)cc4)cn3c2C)C1 (configuration not stated),1.1,-5,2,-14,1,23,-3,1.4,1.1,0.8
Cc1ccc(-c2nnc(SCC(=O)Nc3ccc4c(c3)OCCO4)n2N)cc1,0.9,-7,3,-9,1.1,14,0,0.9,1.1,0.9
CC(OC(=O)C1CC=CCC1C(N)=O)C(Cl)=C(Cl)Cl (configuration not stated),0.9,-6,2,-8,1.1,22,-1,0.9,1.1,0.8
COc1ccc(NC(=O)Cn2c3ccccc3c3nc4n(c(=O)c32)CCS4)cc1,0.9,-4,-4,-9,1,9,-6,1,1,0.9
CCn1c(=N)n(CC(O)c2ccccc2)c2ccccc21 (configuration not stated),0.9,-6,9,-3,1.1,5,0,1,1,0.9
Cc1cc(Nc2ccc3ccccc3c2)n2ncnc2n1,0.9,-1,13,4,1,26,-4,0.6,1,0.7
Cc1ccc(-c2cc(-c3ccccc3Cl)[nH]n2)c(O)c1,0.9,-2,-1,-4,1,18,1,0.9,1,0.8
Cc1cc(C)c(C(=O)Nc2ccc(S(=O)(=O)Nc3onc(C)c3C)cc2)c(C)c1,0.9,1,0,-9,1,5,2,0.9,1,0.9
Cc1ccccc1NC(=O)CSc1nnc(Cc2cccn2C)n1-c1ccc(F)cc1,0.9,4,-6,-4,1,18,0,0.9,1,0.8
N#Cc1c(C(F)(F)F)cc(-c2ccccc2)nc1SCc1nc(N)nc(N2CCOCC2)n1,1,2,0,-8,1,3,-1,1.1,1.1,1

# From PubChem BioAssay

# Hits appear at their usual frequency (roughly 1.7% active in at least one column).
